# D1 agonist = human D1 receptor agonism; P21728; HEK293 T-REx D1 cells, calcium flux, agonist mode; activation, % at 2 µM; 360,000 tested, 1% active; in the data active = activation above about 30%; note: 0% is about no effect
#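 Tetracycline-induced HEK293 TREx D1 cells, force-coupled to calcium signalling, were dye-loaded with a no-wash calcium kit. Compound was pin-added after a 10 s baseline. Fluorescence was read kinetically at 1 cycle/s for 180 s, with calcium rises flagged as agonism.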
# RXFP1 ag = agonists of human relaxin receptor RXFP1. Q9HBX9. HEK293T-RXFP1 cAMP TR-FRET, 30 min; response scale: percent of porcine relaxin response, buffer zero. Potency, µM (titrated, usually from 57.5 µM), for the others: at the top dose activation, actives largely listed as activators. 370,000 tested, 0.3% active; active = well fitted activation curve with a large enough effect; note: potency is the fitted concentration of half-maximal effect; % is set by controls: 0 for no effect and ±100 for the full control effect; nearly all actives have a fitted effect of over 60% in size; many of its hits are not listed in these tables
#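 Agonist response is measured as cAMP accumulation in an RXFP1-transfected HEK293T line under PDE4 inhibition. Values are scaled between buffer-only and 29 nM porcine relaxin, and EC50s come from standard Hill equation fits.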
# RXFP1 antagonist = blocks the human relaxin receptor RXFP1; 350,000 tested, 0.59% active; HEK293-RXFP1, relaxin-stimulated cAMP HTRF, 30 min; hits give low values; activity change, negative = inhibition, % at 57.5 µM; Q9HBX9;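 active = activity change of -60% or lower, but not beyond a set lower limit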; note: % is set by controls: 0 for no effect and ±100 for the full control effect
# D1 PAM = enhances dopamine response at the human D1 receptor. HEK293 TREx D1 cells, calcium flux, dopamine EC20 potentiation. P21728. 360,000 tested, 0.036% active. AID 504651. potentiation, % at 10 µM; in the data active = potentiation above about 30%; note: 0% is about no effect
# D2 agonist = D2 dopamine receptor (human) agonism; P14416; HEK293 T-REx D2 cells, calcium flux agonist mode; activation, % at 2 µM; 340,000 tested, 0.53% active; AID 485358;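 active = activation over 3 SD above normal in the single-dose calcium agonist read, cut at about 30% in these data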; note: 0% is about no effect
# Target sequence (P14416 whole entry, looked up): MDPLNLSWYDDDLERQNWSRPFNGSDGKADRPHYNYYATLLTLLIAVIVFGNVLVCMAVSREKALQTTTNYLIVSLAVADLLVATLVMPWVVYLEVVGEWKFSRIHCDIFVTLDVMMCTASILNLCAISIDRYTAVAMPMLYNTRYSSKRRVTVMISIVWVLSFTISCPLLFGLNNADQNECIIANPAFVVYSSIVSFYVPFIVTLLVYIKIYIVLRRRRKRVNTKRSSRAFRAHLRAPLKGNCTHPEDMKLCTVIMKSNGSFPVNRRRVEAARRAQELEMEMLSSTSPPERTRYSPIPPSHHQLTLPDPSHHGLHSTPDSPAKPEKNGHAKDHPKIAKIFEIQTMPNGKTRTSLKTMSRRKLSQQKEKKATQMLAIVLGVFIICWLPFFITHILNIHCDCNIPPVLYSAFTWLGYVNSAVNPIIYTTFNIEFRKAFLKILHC
#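 Tetracycline-induced HEK293 Trex cells with D2 receptor force-coupled to calcium signaling, plated overnight at 30 C and loaded with no-wash calcium dye. Calcium flux read kinetically for 180 s after compound addition; responses flag agonists.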
# D2 PAM = D2 dopamine receptor (human) potentiation; P14416; HEK293 T-REx D2, calcium flux, EC20 dopamine potentiation; potentiation, % at 10 µM; 340,000 tested, 0.34% active;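 active = potentiation over 3 SD above the plate norm, cut at about 30% in these data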; note: 0% is about no effect
#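 Calcium flux readout, no-wash dye, 1 read/s. Inducible HEK293 Trex D2 line, overnight 30 C. Compound alone 180 s (agonist flags), then EC20 dopamine, another 180 s to score potentiation.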
# D1 antagonist = blocks dopamine activation of the human D1 receptor | P21728 | HEK293 TREx D1 cells, calcium flux, dopamine EC80; hits give low values | activity change, negative = inhibition, % at 10 µM | 360,000 tested, 3.2% active | AID 504652; in the data active = activity change below about -30%; note: % is set by controls: 0 for no effect and ±100 for the full control effect
#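 Using tetracycline-induced force-coupled D1 Hek293 cells and a calcium dye, signals were followed for 180 s after compound, then for 180 s after EC80 dopamine, to detect inhibitors.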
# D2 antagonist = antagonizes the human D2 dopamine receptor; P14416; HEK293 TREx D2 cells, calcium flux, dopamine EC80; inhibition, % at 10 µM; 340,000 tested, 2% active; AID 485344; in the data active = inhibition above about 30%; note: 0% is about no effect
#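 Overnight-induced (tetracycline, 30 C) HEK293 T-REx cells carrying force-coupled D2 receive a no-wash calcium dye, then compound, then EC80 dopamine at 180 s; signals are read kinetically throughout.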
# TRHR PAM = allosteric enhancers of human TRH receptor. TRHR cells, fluo-8 calcium fluorescence, EC20 TRH enhancement. enhancement, % at 2 µM. 360,000 tested, 0.66% active; in the data active = enhancement above about 30%; note: 0% is about no effect
# Target sequence (P34981 whole entry, looked up): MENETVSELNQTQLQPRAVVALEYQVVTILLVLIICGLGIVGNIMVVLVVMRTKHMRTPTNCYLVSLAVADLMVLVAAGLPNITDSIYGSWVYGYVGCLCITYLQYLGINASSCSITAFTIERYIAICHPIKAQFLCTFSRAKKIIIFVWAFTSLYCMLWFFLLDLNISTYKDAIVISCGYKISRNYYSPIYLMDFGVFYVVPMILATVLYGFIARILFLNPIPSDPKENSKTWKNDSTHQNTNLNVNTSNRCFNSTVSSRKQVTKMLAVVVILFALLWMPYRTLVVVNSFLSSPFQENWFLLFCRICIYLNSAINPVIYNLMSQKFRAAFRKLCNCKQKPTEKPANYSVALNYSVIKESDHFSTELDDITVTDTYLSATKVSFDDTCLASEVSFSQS
#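 Enhancer read-out: after compound pinning and an initial kinetic agonist-mode read, an EC20 of TRH (10 nM final) was injected and fluo-8 calcium signal (Ex 480/Em 530) followed at 1 s/cycle for 100 cycles in TRHR-expressing cells.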
# * = called active by the depositor; . = no result given; & = joins results of further samples; ! = not confirmed by another sample. The list is partial; rates above refer to the full screens.
no.	canonical_smiles	D1 agonist	RXFP1 ag	RXFP1 antagonist	D1 PAM	D2 agonist	D2 PAM	D1 antagonist	D2 antagonist	TRHR PAM
1	Cc1c(C(=O)N2CCCCCC2)nnn1-c1nonc1N	1	-1.1%	3	0	0.5	1	2	41*	12
2	O=C(CCCn1c(=O)c2ccccc2n(CC(=O)Nc2cccc(C(F)(F)F)c2)c1=O)NCc1ccc2c(c1)OCO2	-1	1.2%	.	0	0.3	-5	-20	.	-1
3	Cc1cccc(NC(=O)CNC(=O)COc2cccnc2[N+](=O)[O-])c1C	3	3.5%	4	-10	0.5	9	-3	-19	5
4	CCC(C)NC(=O)/C=C/c1ccc(S(=O)(=O)NCc2ccco2)cc1 (configuration not stated)	3	2.4%	-2	6	1.6	3	0	-7	-8
5	CS(=O)(=O)Nc1cccc(C2=NN(C(=O)c3cccc(F)c3)C(c3cccs3)C2)c1 (configuration not stated)	4	1.7%	2	-2	-0.2	-8	7	4	2
6	C=CCNCCOCCSc1ccc(Cl)cc1	13	1.0%	-5	-6	-0.4	-20	5	32*	0
7	CCOC(=O)C(=NCCCN1CCOCC1)NNc1cccc(C(F)(F)F)c1	4	-0.6%	-5	-1	-0.4	11	-8	2	2
8	CCCn1nc(C(=O)Nc2ccc(N3CCOCC3)cc2)c2ccccc2c1=O	0	-0.2%	-2	3	0.2	-1	-1	13	4

# Going on with the list:
no.	canonical_smiles	D1 agonist	RXFP1 ag	RXFP1 antagonist	D1 PAM	D2 agonist	D2 PAM	D1 antagonist	D2 antagonist	TRHR PAM
9	CC(C)(C)c1nc(SCC(=O)NNC(=O)c2ccccc2)c2ccccc2n1	1	-0.6%	0	-5	-1.5	8	-4	6	8
10	O=C(NCC1CCCO1)C1CCC(=O)N1Cc1ccc(F)cc1 (configuration not stated)	1	0.5%	6	-1	0.0	-1	6	-15	-6
11	CCOc1ccc(NC(=O)C2CCN(S(C)(=O)=O)CC2)cc1	-1	-1.4%	2	1	0.2	1	5	5	-5
12	Cn1c(COc2ccccc2C(C)(C)C)nc2ccccc21	20	5.2%	-33	-1	-1.1	4	-66*	.	3
13	CCCCN(C)CCNC(=O)c1ccc(Cn2c(=O)[nH]c3cc(OC)c(OC)cc3c2=O)cc1	-2	-2.5%	.	0	1.3	-18	0	.	-2
14	CC(C)C1N=C2c3ccccc3N=C(SCc3cc(=O)n4cc(Cl)ccc4n3)N2C1=O (configuration not stated)	2	1.9%	-1	-6	-1.0	13	-3	5	-4
15	COc1ccc(C(=O)NCCn2cc(SCC(=O)Nc3cc(C)on3)c3ccccc32)cc1OC	1	3.7%	-3	-4	.	.	10	.	-10
16	COC(=O)CSc1nc2c(cnn2-c2ccc(F)cc2)c(=O)[nH]1	1&-1	4.0%&0.8%	8&-3	-5&-9	0.6&0.0	-17&-6	-33*!	16	-9&-3

# Following part:
no.	canonical_smiles	D1 agonist	RXFP1 ag	RXFP1 antagonist	D1 PAM	D2 agonist	D2 PAM	D1 antagonist	D2 antagonist	TRHR PAM
17	COc1cc2c(cc1OC)CN(C(=O)/C=C/c1ccc(F)cc1)CC2	1	-1.5%	2	-2	-2.2	-2	5	-6	-1
18	CC1CCN(CCOc2cc(Cl)ccc2Cl)CC1	4	-0.3%	-2	-4	3.9	-30	-59*	72*	24
19	O=C(NCC1OCCCN1S(=O)(=O)c1cc(F)ccc1F)C(=O)NC1CCCCCC1 (configuration not stated)	-1	-1.1%	-1	0	0.7	-7	-1	7	-4
20	CCc1ccccc1NC(=O)CC1S/C(=N\c2nccs2)N(CC)C1=O (configuration not stated)	3	3.1%	13	-1	0.4	-8	0	5	2
21	CC(=O)Nc1cc(-c2ccc(Cl)cc2)nn1-c1ccccc1	5	-1.4%	-2	-13	0.6	4	-10	10	-1
22	CCOc1ccccc1CN1CCN(Cc2csc(C(C)=O)c2)CC1CCO (configuration not stated)	0	2.3%	3	-2	-0.2	-6	-16	-10	-1
23	O=C1C2CCCN2C(=O)N1CCN1CCN(c2ccccc2)CC1 (configuration not stated)	3	0.3%	.	-3	42*	2	-5	71*	6
24	O=C1C2CCCN2C(c2cccc(F)c2)N1c1cccc(Cl)c1 (configuration not stated)	1	1.0%	-16	3	-0.3	4	17	0	-1

# (listing goes on)
no.	canonical_smiles	D1 agonist	RXFP1 ag	RXFP1 antagonist	D1 PAM	D2 agonist	D2 PAM	D1 antagonist	D2 antagonist	TRHR PAM
25	COc1ccc(NC(=O)c2nc3nccc(C)n3n2)cn1	6	5.6%	10	2	0.7	3	3	-9	13
26	COC(=O)c1c(C)[nH]c(C(=O)OC(C)C(=O)N2CCOCC2)c1C (configuration not stated)	2	-1.0%	1	-2	-0.1	-4	-21	-6	-6
27	COc1cnc(-c2ccccn2)nc1Sc1c(Cl)cccc1Cl	2	-2.7%	18	4	-0.2	-1	15	0	-2
28	CCOC(=O)N1CCN(C(=O)c2cc(-c3ccncc3)nc3ccccc23)CC1	0	1.1%	-5	-3	0.8	-11	6	21	14
29	COc1ccc(C(CNC(=O)/C=C/c2c(Cl)nc3ccccn23)N(C)C)cc1 (configuration not stated)	1	20%	-2	6	0.1	-29	16	24	3
30	Cc1ccccc1-c1nc(CN2CCC(C(=O)NCCCN3CCOCC3)CC2)c(C)o1	-2	-0.5%	24	-6	0.0	1	8	-10	0
31	CCNc1nc(Oc2ccc(Cl)cc2Cl)cc(C(F)(F)F)n1	8	-0.6%	-30	-2	-1.1	-1	-7	-3	3
32	COc1cccc(C2=CC(c3cc(OC)ccc3OC)n3nnnc3N2)c1 (configuration not stated)	2	4.0%	-2	-4	-0.5	0	-42*	0	2

# An excerpt of the results above:
no.	canonical_smiles	D1 agonist	RXFP1 ag	RXFP1 antagonist	D1 PAM	D2 agonist	D2 PAM	D1 antagonist	D2 antagonist	TRHR PAM
17	COc1cc2c(cc1OC)CN(C(=O)/C=C/c1ccc(F)cc1)CC2	1	-1.5%	2	-2	-2.2	-2	5	-6	-1
18	CC1CCN(CCOc2cc(Cl)ccc2Cl)CC1	4	-0.3%	-2	-4	3.9	-30	-59*	72*	24
19	O=C(NCC1OCCCN1S(=O)(=O)c1cc(F)ccc1F)C(=O)NC1CCCCCC1 (configuration not stated)	-1	-1.1%	-1	0	0.7	-7	-1	7	-4
20	CCc1ccccc1NC(=O)CC1S/C(=N\c2nccs2)N(CC)C1=O (configuration not stated)	3	3.1%	13	-1	0.4	-8	0	5	2
21	CC(=O)Nc1cc(-c2ccc(Cl)cc2)nn1-c1ccccc1	5	-1.4%	-2	-13	0.6	4	-10	10	-1
22	CCOc1ccccc1CN1CCN(Cc2csc(C(C)=O)c2)CC1CCO (configuration not stated)	0	2.3%	3	-2	-0.2	-6	-16	-10	-1
23	O=C1C2CCCN2C(=O)N1CCN1CCN(c2ccccc2)CC1 (configuration not stated)	3	0.3%	.	-3	42*	2	-5	71*	6
24	O=C1C2CCCN2C(c2cccc(F)c2)N1c1cccc(Cl)c1 (configuration not stated)	1	1.0%	-16	3	-0.3	4	17	0	-1
25	COc1ccc(NC(=O)c2nc3nccc(C)n3n2)cn1	6	5.6%	10	2	0.7	3	3	-9	13
26	COC(=O)c1c(C)[nH]c(C(=O)OC(C)C(=O)N2CCOCC2)c1C (configuration not stated)	2	-1.0%	1	-2	-0.1	-4	-21	-6	-6
27	COc1cnc(-c2ccccn2)nc1Sc1c(Cl)cccc1Cl	2	-2.7%	18	4	-0.2	-1	15	0	-2
28	CCOC(=O)N1CCN(C(=O)c2cc(-c3ccncc3)nc3ccccc23)CC1	0	1.1%	-5	-3	0.8	-11	6	21	14
29	COc1ccc(C(CNC(=O)/C=C/c2c(Cl)nc3ccccn23)N(C)C)cc1 (configuration not stated)	1	20%	-2	6	0.1	-29	16	24	3
30	Cc1ccccc1-c1nc(CN2CCC(C(=O)NCCCN3CCOCC3)CC2)c(C)o1	-2	-0.5%	24	-6	0.0	1	8	-10	0
31	CCNc1nc(Oc2ccc(Cl)cc2Cl)cc(C(F)(F)F)n1	8	-0.6%	-30	-2	-1.1	-1	-7	-3	3
32	COc1cccc(C2=CC(c3cc(OC)ccc3OC)n3nnnc3N2)c1 (configuration not stated)	2	4.0%	-2	-4	-0.5	0	-42*	0	2

# Full records, quoted from the list.
# Listed for `COc1cccc(C2=CC(c3cc(OC)ccc3OC)n3nnnc3N2)c1` (configuration not stated) = D1 agonist: 2; RXFP1 ag: 4.0%; RXFP1 antagonist: -2; D1 PAM: -4; D2 agonist: -0.5; D2 PAM: 0; D1 antagonist: -42*; D2 antagonist: 0; TRHR PAM: 2
# Listed for `COc1ccc(C(CNC(=O)/C=C/c2c(Cl)nc3ccccn23)N(C)C)cc1` (configuration not stated) = D1 agonist: 1; RXFP1 ag: 20%; RXFP1 antagonist: -2; D1 PAM: 6; D2 agonist: 0.1; D2 PAM: -29; D1 antagonist: 16; D2 antagonist: 24; TRHR PAM: 3

# Continuation.
no.	canonical_smiles	D1 agonist	RXFP1 ag	RXFP1 antagonist	D1 PAM	D2 agonist	D2 PAM	D1 antagonist	D2 antagonist	TRHR PAM
33	Cc1nnc(N2CCN(c3ccccc3F)CC2)c2c1nnn2Cc1ccccc1Cl	2	4.6%	-8	-3	-0.8	0	-10	.	2
34	Cc1ccccc1N1CC(C(=O)Nc2ccc(S(=O)(=O)N3CCCC3)cc2)CC1=O (configuration not stated)	6	1.1%	-18	-5	0.5	-6	-14	0	4
35	CC(=O)C1=C(O)C(=O)N(CCN(C)C)C1c1ccc(Cl)cc1 (configuration not stated)	-1	0.1%	2	2	0.4	-2	-11	-15	1
36	Cc1ccc(S(=O)(=O)N2CCC(C(=O)NCC3CCCCC3)CC2)cc1	1	2.7%	-13	3	0.8	6	-13	1	-6
37	C=CCOc1ccc(/C(O)=C2\C(=O)C(=O)N(CCN(C)C)C2c2cccs2)cc1 (configuration not stated)	2	1.4%	-2	1	0.5	-1	4	8	-2
38	CC(C(=O)NC1C=CS(=O)(=O)C1)N1C(=O)/C(=C/c2ccc(Cl)cc2)SC1=S (configuration not stated)	2	0.3%	-36	3	0.2	-2	-27	4	-6
39	COc1ccc(CCNc2cc(C)[nH]c(=O)c2)cc1OC	2	-2.2%	-5	0	-0.5	-3	0	-2	0
40	CC(CCc1ccccc1)NC(=O)CSc1n[nH]c(-c2ccc(F)cc2)n1 (configuration not stated)	4	5.6%	-36	0	-0.1	.	8	.	1

# Assay outcomes: PubChem BioAssay, National Center for Advancing Translational Sciences (NCATS)
